Screening data deposited in PubChem by National Center for Advancing Translational Sciences (NCATS).
a7 integrin act – integrin-mediated muscular dystrophy alleviation activation. alpha7betagal myoblasts, beta-gal FDG fluorescence, 48 h. Potency, µM (top dose mostly 38.3 µM), for the others: at the top dose activation, actives largely listed as activators. 0.064% of 350,000 active. AID 624291;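 further: potency means the concentration at half of the fitted maximal effect; 100% = response of the positive control SU9516; nearly all actives have a fitted effect of over 60% in size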
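Alpha7betagal+/- myoblasts (passage 13) were plated 16-24 hr, then exposed to compounds (1:260 dilution of DMSO stock) for 48 hours at 37C. After MPER lysis, β-galactosidase reporter activity was read as FDG fluorescence (ex 480/em 540) after 30 minutes.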
BRCA1 expr up – increases BRCA1 expression. Potency, µM (top dose mostly 46.1 µM), for inactives: top-dose activation, most hits filed as activators. MCF7-BRCA1-FFLuc reporter, luminescence, 48 h; response scale: scaled: vehicle 0%, 10 µM genistein 100%. 1.1% of 380,000 active; further: potency means the concentration at half of the fitted maximal effect; nearly all actives have a fitted effect of over 80% in size; some results filed as inactive show a strong effect at the top dose
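MCF7-BRCA1-FFLuc, 2000 cells/well; 2 h attach, 37 °C/5% CO2; compound 48 h; luciferase substrate 15 min; luminescence end-point. Norm. to genistein 10 microM max activation and DMSO; concentration-response curves fitted.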
TSG101-PTAP inh – blocks PTAP/TSG101 interaction to inhibit HIV-1 budding; Fluorescence polarization, FITC-PTAP peptide / Tsg101 binding; 340,000 tested, under 10 active; Q99816; Potency, µM (highest dose often 115 µM), inactives show at the top dose activity change, negative = inhibition, hits mostly inhibitors; active means well fitted inhibition curve with a large enough effect in the main read-out, with a control signal flat, not every such curve was filed as active; inconclusive means small, poorly fitted or top-dose-only effect, or effect the other way, or a change in a side signal; inactive means no such curve, though single readings can be large or run the other way; further: potency means the concentration at half of the fitted maximal effect; % of control where 0% means no effect
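Fluorescence anisotropy tracks displacement of a FITC-tagged PTAP peptide (50 nM) from the Tsg101 binding domain (10 uM), following a 20 min room-temperature incubation at pH 7.5.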
TRPV1 ag – human TRPV1 agonism; TRPV1-expressing cells, Fluo-8 calcium influx, agonist mode; activation, % at 8.33 µM; 0.19% of 320,000 active; in the data active means activation above about 80%; inconclusive means between about 30% and that limit; further: 0% is about no effect
Target sequence (Q8NER1 whole entry, looked up): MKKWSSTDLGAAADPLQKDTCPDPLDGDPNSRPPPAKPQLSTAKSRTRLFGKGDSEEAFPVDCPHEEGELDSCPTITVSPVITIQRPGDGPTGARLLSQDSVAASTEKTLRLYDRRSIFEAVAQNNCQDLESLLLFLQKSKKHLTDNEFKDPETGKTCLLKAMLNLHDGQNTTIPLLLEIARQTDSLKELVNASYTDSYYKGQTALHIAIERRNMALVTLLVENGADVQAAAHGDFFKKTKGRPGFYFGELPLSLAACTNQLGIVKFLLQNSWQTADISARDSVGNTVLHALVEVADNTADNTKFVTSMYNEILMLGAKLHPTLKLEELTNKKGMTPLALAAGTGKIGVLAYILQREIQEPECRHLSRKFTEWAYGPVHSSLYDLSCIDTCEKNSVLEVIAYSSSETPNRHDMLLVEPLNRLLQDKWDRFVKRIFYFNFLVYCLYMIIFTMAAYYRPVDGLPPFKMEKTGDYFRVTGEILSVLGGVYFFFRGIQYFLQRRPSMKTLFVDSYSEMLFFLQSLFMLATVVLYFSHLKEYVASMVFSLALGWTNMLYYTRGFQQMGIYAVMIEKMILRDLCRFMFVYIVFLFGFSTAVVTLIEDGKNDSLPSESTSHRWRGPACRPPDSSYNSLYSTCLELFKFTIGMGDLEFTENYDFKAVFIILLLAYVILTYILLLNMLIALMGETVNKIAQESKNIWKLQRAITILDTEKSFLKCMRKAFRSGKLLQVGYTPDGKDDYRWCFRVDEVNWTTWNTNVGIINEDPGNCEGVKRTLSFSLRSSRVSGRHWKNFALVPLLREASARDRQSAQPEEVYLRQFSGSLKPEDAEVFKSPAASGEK
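Cells expressing TRPV1 were dye-loaded with Fluo-8 and read kinetically: 10 s baseline, 3 min after compound (agonist portion), then 2 min after EC20 capsaicin (allosteric enhancer portion). Calcium-bound dye fluorescence at 480/520 nm.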
A-T KAP1 phos – potential ataxia-telangiectasia treatments restoring KAP-1 phosphorylation; Potency, µM (top dose mostly 57.5 µM), for inactives: at the highest dose activation, hits mostly activators; […] A-T fibroblasts, KAP-1 phosphorylation AlphaLISA; neocarzinostatin DNA damage 30 min before lysis; 0.19% of 320,000 active; further: potency means the concentration at half of the fitted maximal effect; % of control where 0% means no effect; nearly all actives have a fitted effect of over 45% in size
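hTERT-immortalized A-T patient fibroblasts ([…]), 500 cells/well in OPTI-MEM, 1% FBS, got compounds for 60 min, then NCS for 30 min at 37C. Lysates were then assayed for phospho-KAP-1 by AlphaLISA (anti-pKAP1 donor, anti-KAP1 acceptor beads), 6 hr at 25C.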
B2AR arrestin – agonists driving beta-arrestin recruitment to human beta2-adrenergic receptor | P07550 | beta-arrestin recruitment to beta2AR, cell-based reporter | Potency, µM (doses to about 46.1 µM), without a hit: top-dose activation, most hits filed as activators | 0.02% of 330,000 active;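 further: potency means the concentration at half of the fitted maximal effect; 0% = DMSO controls and full agonism = EC100 isoproterenol or metaproterenol; nearly all actives have a fitted effect of over 65% in size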
ELG1 repair inh – inhibitors of ELG1-dependent DNA repair in HEK293T cells. HEK293T ELG1-luciferase reporter, luminescence, 16 h; DNA damage induced by 5-fluorouridine. Potency, µM (top dose mostly 46.1 µM), for the others: top-dose activity change, negative = inhibition, most hits filed as inhibitors. 2.3% of 330,000 active; further: potency means the concentration at half of the fitted maximal effect; on the % scale 0 is the no-effect control and ±100 the full control effect; nearly all actives have a fitted effect of over 55% in size
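5-Fluorouridine DNA damage + compound/DMSO, 2,000 cells/well, 16 h, 37 °C/5% CO2. ONE-Glo, 30 min RT, luminescence. Readout = decrease in reporter signal.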
MLL CXXC-DNA inh – MLL CXXC-DNA interaction inhibition; Q03164; MLL-CXXC / FITC-HOXA9 DNA fluorescence polarization; Potency, µM (doses to about 115 µM), without a hit: at the top dose activity change, negative = inhibition, usual class: inhibitors; 0.037% of 290,000 active; AID 2662; active means well fitted inhibition curve with a large enough effect in the polarisation, with a control signal flat, not every such curve was filed as active; inconclusive means small, poorly fitted or top-dose-only effect, or effect the other way, or a change in a side signal; inactive means no such curve, though single readings can be large or run the other way; the % refers to the polarisation; further: potency means the concentration at half of the fitted maximal effect
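Steps: dispense CXXC domain solution (7 uM) → pin compounds or unlabeled HOX-A9 DNA control → 5 min ambient → add FLSN-HOX-A9 solution (50 nM) → spin → 30 min ambient → fluorescence polarization. Tris pH 7.5/NaCl/DTT/BSA buffer.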
p53 reactivation – re-activators of mutant p53 | H1299 p53-A138V BP100-luciferase reporter, luminescence, 24 h | Potency, µM (titrated, usually from 92.2 µM), for inactives: at the highest dose activity change, positive = activation, hits mostly activators | 0.063% of 320,000 active; further: potency means the concentration at half of the fitted maximal effect; % of control where 0% means no effect; nearly all actives have a fitted effect of over 45% in size
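H1299 (p53-null), stable ts p53-A138V + BP100-Luc; 1000 cells/well, Opti-MEM/10% FBS; cpd 4 pt, 1:5; 24 h, 37 deg C, 5% CO2; detection reagent 10 min RT; luminescence.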
TCR act – activates T cell receptor signaling. 330,000 tested, under 10 active. AID 504894. primary human leukocytes, anti-CD3, IL-2 HTRF, 48 h. Potency, µM (highest dose often 9.22 µM), without a hit: at the highest dose activation of IL-2 secretion, actives largely listed as activators; further: % of control where 0% means no effect
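TCR engagement came from a-CD3 beads alone, with compounds added to primary human leukocytes for 48 hr. Secreted IL-2 bridged europium cryptate- and d2-labelled anti-IL-2 antibodies, giving FRET emission at 665nm after 320nm excitation.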
Active calls of the source: *; ? = inconclusive; · = not tested or not shown; [ ] = dose if it differs, or a comment. Unless noted, the call rests on the fitted dose curve; in most records, active means well fitted curve in the direction sought with a large enough effect; inconclusive means small, poorly fitted or top-dose-only effect, or another doubt; inactive means no such curve, though single readings can be large; an effect the other way counts as inactive or inconclusive.

| item | smiles | a7 integrin act | BRCA1 expr up | TSG101-PTAP inh | TRPV1 ag | A-T KAP1 phos | B2AR arrestin | ELG1 repair inh | MLL CXXC-DNA inh | p53 reactivation | TCR act |
| --- | --- | --- | --- | --- | --- | --- | --- | --- | --- | --- | --- |
| 1 | CCOc1ccc(NC(=S)N2CCn3c(nc4ccccc43)C2)cc1 | · | · | · | 3 | 0% | -1.0% | -27% | 8% | 1% | · |
| 2 | Cc1cc(OCC(=O)NNC(=O)c2cccc(F)c2)ccc1Cl | -17% | -6% | -6% | 5 | 2% | 0.3% | 6% | · | 10% | 0% |
| 3 | N=C1C(c2nc3ccccc3s2)=C(O)CN1C1CCC(O)CC1 (configuration not stated) | 13% | -9% | -3% | 0 | -3% | -1.3% | 3% | -13% | -4% | 3% |
| 4 | CCOCCCNC(=O)CCc1ccc(S(=O)(=O)Nc2ccc(C)cc2)cc1 | -12% | 0% | -3% | -5 | 1% | -0.3% | 3% | 14% | -5% | 5% |
| 5 | O=C(Nc1ccc(Cl)c(Cl)c1)N1CCCCCC1 | 28% | ? | 0% | ? | 20% | -1.1% | ? | 1% | 38% | 5% |
| 6 | CNC(=O)c1ccccc1NC(=O)c1ccc(C)c(S(=O)(=O)N2CCCCC2)c1 | 9% | -26% | -4% | ? | 5% | -0.4% | ? | 6% | -12% | -5% |
| 7 | COc1ccc(CN2CCNC(=O)C2CC(=O)N(C)CCC2CCOCC2)c(OC)c1 (configuration not stated) | 21% | 25% | -4% | 1 | 3% | -0.1% | 0% | 16% | -11% | -5% |
| 8 | CCc1ccc(N2CC34C=CC(O3)C(C(=O)OC(C)C)C4C2=O)cc1 (configuration not stated) | 7% | 6% | -2% | -1 | 3% | -0.8% | 9% | 0% | 4% | -4%[46.1 µM] |
| 9 | Cc1nn(CC(=O)NCc2ccco2)c(C)c1[N+](=O)[O-] | -32% | 1% | -2% | 6 | -9% | -1.9% | 10% | -7% | 1% | 3% |
| 10 | Cc1ccc(NC(=O)COC(=O)c2nn(C)c(=O)c3ccccc23)cc1F | 11% | 10% | -3% | · | -2% | 0.5% | 0% | · | 8% | 3% |
| 11 | COCCNC(=O)COc1ccc(Nc2ccccc2)cc1 | 3% | 12% | -6% | 10 | · | 0.4% | -2% | 6% | 12% | 2% |
| 12 | CCc1cccc(CC)c1NC(=S)N(CCN(C)C)C(C)c1cccnc1 (configuration not stated) | 22% | 14% | -3% | 0 | 3% | 0.3% | 3% | 14% | -2% | 5% |
| 13 | C=CCNC(=S)NCCO | -7% | 18% | 1% | -8 | 14% | -0.6% | 0% | 4% | 4% | -2% |
| 14 | Cc1cc(C(=O)OCn2nnc3ccccc3c2=O)c(C)n1-c1ccccc1 | -24% | 32% | -1% | 1 | 31% | -0.2% | ? | 0% | 4% | -3% |
| 15 | CC(C)c1ccc(C(=O)CN2C(=O)NC3(CCc4ccccc43)C2=O)cc1 (configuration not stated) | -6% | -24% | -4% | · | -9% | -0.9% | -9% | · | -1% | -2% |
| 16 | C/C(=N\Nc1nc2ccccc2[nH]1)c1ccccn1 | · | · | · | 5 | -12% | -0.8% | ? | 34%[activator] | 8.9µM* | · |
| 17 | CCOc1cccc(OCCCOc2ccccc2)c1 | -1% | 22% | -5% | 7 | 3% | -1.3% | ? | -2% | 9% | -3% |
| 18 | COc1cc(-n2c(=O)c3ccccc3n(Cc3cccc(F)c3)c2=O)cc(OC)c1OC | 0% | -9% | -9% | 4 | 1% | -1.4% | 6% | -22% | -2% | -1% |
| 19 | Cc1c(-c2ccc(F)cc2)nc(N)c(C#N)c1-c1cccs1 | -12% | -36% | -1% | -2 | 16% | 0.1% | 5% | 9% | -6% | -2% |
| 20 | CC(=O)c1ccc(N=Nc2c(C)[nH][nH]c2=O)cc1 | 11% | 52% | -1% | · | · | · | · | · | · | 4% |
| 21 | O=C(O)C1CCC(=O)N(C2CCCCC2)C1c1ccccc1Cl (configuration not stated) | 23% | -7% | -3% | 1 | 2% | -0.4% | -4% | 1% | 1% | 2% |
| 22 | COc1ccc(C(=O)CC(=O)C(=O)Nc2cc(Cl)c(OC)cc2OC)cc1 | -6% | -4% | 1% | 1 | -1% | 0.1% | -7% | 3% | 7% | 0% |
| 23 | CCCCCCCC(=O)Nc1ccc(S(=O)(=O)Nc2nccs2)cc1 | -3% | 4% | -1% | 4 | 5% | -1.0% | 5% | 12% | -1% | 0%[46.1 µM] |
| 24 | N=c1ccn(Cc2cccc(F)c2)cc1 | -26% | -24% | 0% | 5 | 35% | -0.8% | 2% | -7% | 0% | -7% |
| 25 | CCCN(CCC)CCCNC(=O)c1cc2cc3ccc(OC)cc3nc2o1 | -53%[inhibitor] | 12% | 0% | -2 | -2% | -0.8% | 2% | 1% | -9% | 3% |
| 26 | Cn1cccc1C(=O)OCC(=O)Nc1ccc2[nH]c(=O)[nH]c2c1 | 28% | 27% | -4% | · | -3% | -0.1% | ? | · | -1% | 0% |
| 27 | CCOc1cc(S(=O)(=O)NCc2ccccc2)ccc1Br | 23% | -29% | -13% | 6 | 2% | -0.2% | -6% | 8% | 0% | 6% |
| 28 | C/C(=N/N=C1/NC(=O)CC(C(=O)Nc2ccccc2)S1)c1cccs1 (configuration not stated) | -1% | -14% | -3% | 11 | · | -0.3% | 7% | -4% | -1% | -5% |
| 29 | COc1ccc(-n2c(=S)[nH]c3[nH]ncc3c2=O)cc1 | -18% | -10% | 0% | -2 | 7% | -0.7% | 6% | 4% | -3% | 0% |
| 30 | COc1ccc(C(C)NC(=O)c2ccc(Cl)cc2)cc1OC (configuration not stated) | 24% | 0% | 0% | 12 | 13% | 1.6% | 2% | 3% | -8% | 1%[46.1 µM] |
| 31 | NCCCC[C@H]1CNC(=O)C(=O)N1CCc1cccc(F)c1 | -3% | 0% | -3% | -2 | -41% | -0.5% | 16% | -17% | -1% | -6% |
| 32 | CC(C)(C)NC(=O)C1CCC(CNS(=O)(=O)c2cccc3nsnc23)CC1 (configuration not stated) | -5% | 6% | -3% | 2 | -3% | 0.1% | 3% | 8% | 3% | 9% |
| 33 | Cc1c(C(=O)N2CCC(C)CC2)oc2ccc3c(c12)C(O)CC1(CCCCC1)O3 (configuration not stated) | ? | -8% | -3% | ? | -9% | 0.3% | 10% | -4% | 16% | 3% |
| 34 | COc1ccccc1N1CCN(C(=O)CN2C(=O)C3CCCCC3C2=O)CC1 (configuration not stated) | 0% | 80% | -4% | -1 | 4%[11.5 µM] | 0.2% | ? | -8% | 5% | 2% |
| 35 | Cc1cc2ncn(N)c2cc1C | 21% | 3% | · | 0 | -1% | 0.3% | -2% | -3% | 3% | · |
| 36 | CCC(C(=O)NC(C)CCc1ccco1)n1nc(C)n2c(cc3occc32)c1=O (configuration not stated) | 18% | -1% | -4% | -3 | 2% | 2.8% | -10% | -1% | -11% | -2%[46.1 µM] |
| 37 | CN(C)S(=O)(=O)n1cc(/C=C(\NC(=O)c2ccccc2F)C(=O)N2CCCC2)c2ccccc21 | 9% | 0% | -4% | 11 | 3% | -0.5% | -22% | 45%[activator] | -3% | -5% |
| 38 | CCOc1ccc(C(=O)CCCC(=O)c2ccc(OCC)cc2)cc1 | -26% | 81% | -5% | 1 | -2% | -1.2% | ? | 8% | · | 4% |
| 39 | CCOC(=O)N1CCN(CC(O)c2c[nH]c3ccc(OC)cc23)CC1 (configuration not stated) | -1% | -8% | 1% | -4 | 11% | -0.2% | ? | -2% | -6% | -8% |
| 40 | O=C(COC(=O)Cc1cccc(C(F)(F)F)c1)NCc1ccco1 | -35% | -22% | -5% | 17 | 5% | 0.4% | 12% | · | 21% | 4% |
| 41 | Cc1c(NC(=O)Nc2cccc(C#N)c2)c(=O)n(-c2ccccc2)n1C | ? | 4% | -2% | -2 | -2% | -0.2% | 14% | -4% | 2% | 3% |
| 42 | Cc1ccsc1C(=O)Nc1n[nH]c(C(F)(F)F)n1 | -13% | -13% | 1% | 5 | 7% | -0.2% | -4% | 78%[activator] | 4% | -4% |
| 43 | Cc1ccc(CNC(=O)CCCC(=O)Nc2cc(C)on2)cc1 | 10% | -10% | -6% | 0 | 1% | -0.1% | 12% | 4% | 3% | 1% |
| 44 | O=C(CCc1ccccc1)N/N=C/c1cccc([N+](=O)[O-])c1 | 8% | 3% | -2% | ? | 0% | -0.3% | -1% | 10% | 0% | 5% |
| 45 | Oc1ccc(Oc2ccc3c(C(F)(F)F)cc(C(F)(F)F)nc3n2)cc1 | -46% | -42% | -6% | 16 | -1% | -3.6% | 18µM* | 3% | 2% | -3% |
| 46 | C/C(=N\NC(=O)c1ccccc1Cl)c1ccccn1 | -8% | -52% | -4% | 1 | 6% | 8.9% | ? | -2% | ? | -6% |
| 47 | CC1CCN(C(=O)COC(=O)c2ccc(N3CCCC3=O)cc2)CC1 | 3% | 0% | -4% | -1 | 2% | 0.4% | 18% | · | 6% | 1% |
